E coli WT exp – growth inhibitors of E. coli BW25113 wild type. actives 0.15% (n = 98,000). OD600 absorbance. growth inhibition, % at 100 µM. AID 710;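 active = growth inhibition above about 50% at one test dose, limit read from the data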;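 note: growth measured after 20 h incubation at 37 °C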
PostGolgi ctrl – growth of the yeast control strain, post-Golgi counter-screen | actives 5% (n = 98,000) | inhibition, % at 10 µM | efflux-deficient yeast background strain, growth absorbance A615, 16 h
PostGolgi yeast – growth inhibition of a yeast mutant, post-Golgi transport screen; post-Golgi transport phenotypic cell assay; inhibition, % at 10 µM; actives 0.9% (n = 98,000);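 note: yeast cells grown in 1536-well plates; yeast grown about 18 h at 30C before absorbance read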
S1P2 antag – antagonists of human S1P2 receptor | actives 0.21% (n = 97,000) | AID 736 | O95136 | cell-based S1P2 antagonist assay, inhibition at 5 uM | inhibition, % at 5 µM; in the data active = inhibition above about 45%;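 note: CRE beta-lactamase reporter cells expressing human S1P2 stimulated with S1P; 0% = agonist at EC80 alone and 100% = agonist plus reference antagonist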
Target sequence (O95136 whole entry, looked up): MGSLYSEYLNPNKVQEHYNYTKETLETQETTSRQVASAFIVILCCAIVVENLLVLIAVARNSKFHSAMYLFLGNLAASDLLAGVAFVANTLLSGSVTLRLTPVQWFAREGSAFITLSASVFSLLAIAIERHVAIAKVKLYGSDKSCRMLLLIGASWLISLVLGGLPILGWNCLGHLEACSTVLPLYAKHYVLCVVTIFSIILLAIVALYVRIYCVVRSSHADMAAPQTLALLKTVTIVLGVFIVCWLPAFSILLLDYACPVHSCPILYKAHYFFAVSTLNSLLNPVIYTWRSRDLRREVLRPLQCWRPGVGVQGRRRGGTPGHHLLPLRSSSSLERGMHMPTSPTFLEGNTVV
Fibroblast inh – blocks proliferation of human lung fibroblasts. LL 47 human lung fibroblast viability, ATP luminescence; stronger effect = lower value. actives 1.1% (n = 85,000). viability, % at 10 µM;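 active = viability at or below 50% in the single dose screen; inactive = viability above 50%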;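 note: compound exposure lasted 72 h before the ATP readout; 100% = median luminescence of untreated cell-only wells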
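test system = LL 47 human lung fibroblasts | amount = 1,150 fibroblasts seeded per well | medium = 15% FBS in IMEM | times = overnight cell rest, 72 h compound treatment at 37 °C | measured by = CellTiter-Glo luminescence measuring cellular ATP | read-out = viability percentage against median untreated-cell control | benchmarks = cell-only wells, no compound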
S1P2 ag – agonists of human S1P2 receptor; O95136; actives 0.46% (n = 97,000); S1P2-expressing cell line, agonist reporter read-out; activation, % at 4.5 µM; in the data active = activation above about 16%;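 note: 0% = vehicle low control and 100% = maximal reference agonist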
HUVEC inhibit – inhibitors of human endothelial cell proliferation; viability, % at 10 µM (by protocol); AID 648; actives 1.1% (n = 86,000); HUVEC proliferation, CellTiter-Glo luminescence, 72 h; stronger effect = lower value;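 active = viability at or below 30%; inactive = viability above 30%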;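 note: 100% = median luminescence of DMSO-only cell control wells on each plate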
DAT uptake mod – modulates human dopamine transporter uptake under cocaine; Q01959; LLC-PK1 hDAT cells, [14C]-dopamine uptake with cocaine IC80; actives deviate in either direction; B-score at 10 µM; actives 1.3% (n = 110,000); AID 449768;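 active = Z score or B-score, a plate-position-corrected score, falls beyond the plate's 99.7% confidence bounds, in either direction; inactive = both scores lie inside the 99.7% bounds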;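 note: scored against the spread of the other compound wells on the same plate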
Target sequence (Q01959 whole entry, looked up): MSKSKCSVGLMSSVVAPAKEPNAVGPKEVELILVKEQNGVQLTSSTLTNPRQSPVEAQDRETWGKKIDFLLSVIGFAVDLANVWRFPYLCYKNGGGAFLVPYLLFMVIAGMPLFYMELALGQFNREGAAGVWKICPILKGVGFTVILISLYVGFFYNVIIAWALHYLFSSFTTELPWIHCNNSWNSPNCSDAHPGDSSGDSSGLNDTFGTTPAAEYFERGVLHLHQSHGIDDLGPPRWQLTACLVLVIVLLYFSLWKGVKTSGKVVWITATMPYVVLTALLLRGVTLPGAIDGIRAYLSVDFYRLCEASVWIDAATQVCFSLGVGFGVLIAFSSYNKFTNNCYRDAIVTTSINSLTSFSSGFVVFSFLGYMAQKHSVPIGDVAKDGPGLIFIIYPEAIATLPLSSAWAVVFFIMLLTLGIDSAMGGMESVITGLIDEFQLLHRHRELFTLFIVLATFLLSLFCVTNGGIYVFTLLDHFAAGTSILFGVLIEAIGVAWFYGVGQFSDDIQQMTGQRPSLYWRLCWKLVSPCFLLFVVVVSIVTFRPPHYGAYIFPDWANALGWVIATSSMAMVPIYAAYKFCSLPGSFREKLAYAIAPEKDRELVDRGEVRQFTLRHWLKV
H69AR inhibit – growth inhibitors of human H69AR lung tumor cells; actives 6% (n = 85,000); viability, % at 10 µM; AID 598; H69AR lung tumor viability, ATP luminescence, 72 h; stronger effect = lower value;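 active = viability at or below 40%; inactive = viability above 40%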;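 note: multidrug resistant small cell line overexpressing MRP-1 efflux transporter; 100% = mean luminescence of untreated control wells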
* marks the source's active call; other numbers are inactive results; x = not tested or not shown. Cut-off read from the data, not from the text of the source, unless noted: active = inhibition above about 30%; inactive = the rest.

SMILES	E coli WT exp	PostGolgi ctrl	PostGolgi yeast	S1P2 antag	Fibroblast inh	S1P2 ag	HUVEC inhibit	DAT uptake mod	H69AR inhibit
COC(=O)C1(S(=O)(=O)C2(C(=O)OC)CCCC2)CCCC1	2	12	12	-5	91	-8	105	-2*	94
O=C(c1ccc2snnc2c1)N1CCSCC1	-4	6	-1	6	x	-5	92	-0.3	35*
O=C(COC(=O)[C@H](Cc1ccccc1)NC(=O)c1ccco1)NCc1ccccc1	-2	6	-7	-7	x	-7	x	-0.56	x
Cc1cc2ncn(C(=O)c3c(-c4ccccc4)noc3C)c2cc1C	0	17	-11	11	x	-8	x	-2.3*	x
CCOC(=O)N1CCN(C(=O)CN2C(=O)CC(C)(C)S(=O)(=O)c3ccccc32)CC1	-18	3	-8	-13	98	-1	95	-1.1	72
CCOC(=O)Cn1nnnc1C(CC)N(Cc1ccccc1)Cc1cc2cc(C)ccc2[nH]c1=O (configuration not stated)	-15	3	4	5	94	0	86	0.27	79
CCOC(=O)c1ccc(NC(=O)C2CCN(S(=O)(=O)CC)CC2)cc1	4	17	5	-12	96	0	87	-7.3*	70
Cc1cccc(NC(=O)CC2Nc3cccc4cccc(c34)NC2=O)c1 (configuration not stated)	-10	18	-5	0	x	-9	x	0.55	x
COc1cc(CC(=O)NCCc2ccc(OCc3ccccc3)cc2)c([N+](=O)[O-])cc1OC	-5	1	-2	2	x	-5	x	0.066	x
Cc1ccc(C2CN=NC23CCc2ccccc2C3=O)cc1 (configuration not stated)	2	15	-6	-4	92	-5	100	0.049	77
O=C(On1c(-c2ccccc2)nc2ccccc2c1=O)c1ccco1	-10	12	20	12	98	-1	97	0.58	95
COc1ccc(CNS(=O)(=O)c2ccc3c(c2)CCN3C(=O)C2CC2)cc1	0	-3	13	-28	96	-4	91	-0.27	92
COc1ccccc1-c1nnc(NC(=O)c2ccc(S(=O)(=O)N(C)C)cc2)o1	0	4	8	14	77	-2	75	-0.1	102
COc1cccc(-c2nc3n(n2)C(c2cccs2)C(C(=O)Nc2cccnc2)=C(C)N3)c1 (configuration not stated)	12	-5	-1	x	x	x	x	1.4	x
CCOC(=O)Nc1cccc(NC(=O)c2cc(OC)cc(OC)c2)c1	-4	-3	1	-13	109	-5	85	0.59	61
COc1ccc(F)cc1S(=O)(=O)Nc1ccc(C)cc1	-6	10	3	-7	102	-1	82	-0.1	54
COC(=O)[C@@H](NC(=O)NCc1ccccc1F)C(C)C	-10	-4	0	6	103	-3	93	-0.39	89
OC(COCc1ccccc1)CN1CCCC1 (configuration not stated)	-13	1	5	9	101	-1	99	0.11	99
CC(=O)Nc1ccc(S(=O)(=O)Nc2cccc(NC(=O)C(C)(C)C)c2)cc1	-7	0	-1	3	97	-5	99	0.28	83
CC1(C)CC(=O)c2cnc(N3CCc4ccccc4C3)nc2C1	-2	11	18	-2	99	-2	115	-0.9	100
O=C(COc1ccccc1)Nc1nonc1NC(=O)COc1ccccc1	-7	14	0	-18	96	1	82	-0.14	93
Oc1ccc2ccccc2c1C=NCc1cn2ccsc2n1	7	-1	2	23	98	-7	109	-0.58	80
CCOc1ccccc1Oc1c(C)oc2cc(OC(=O)N3CCOCC3)ccc2c1=O	8	0	-6	26	97	-3	42	1	73
COc1ccc(-n2nnnc2SCC(=O)Nc2nnc(C)s2)cc1OC	-3	22	9	-11	102	7	103	0.5	81
O=S(=O)(NCCNS(=O)(=O)c1cccs1)c1cccs1	13	0	-1	-4	102	1	102	x	94
O=C(CN1CCc2ccccc21)Nc1ccc2c(c1)OCO2	3	2	6	15	93	-4	89	-0.064	78
CC1(c2ccc(Cl)c(Cl)c2)NC(=S)N2C1NC(=S)N2c1ccccc1 (configuration not stated)	9	16	-10	-2	86	-3	77	2.1	74
CCCCCCn1c(C(C)O)nc2ccccc21 (configuration not stated)	3	11	0	7	101	-3	96	0.058	103
CCCC(=O)c1cc(F)c(N2CCN(CCC#N)CC2)cc1C	0	-2	1	4	93	-7	98	-0.32	92
COc1ccc(CCn2c(=N)c(C(=O)N3CCN(C)CC3)cc3c(=O)n4ccccc4nc32)cc1	2	10	-10	-5	92	9	95	1.3	67
C=CCNC(=S)NNC(=O)c1ccc2c(c1)OCO2	2	6	-5	21	x	-9	x	-0.15	x
CCOC(=O)c1cnc(-c2cccc(OC)c2)[nH]c1=O	-4	19	20	-5	106	-4	99	-0.38	104
CCOC(=O)CCn1nc(-c2ccccc2)cc1N	4	9	4	14	106	-7	99	0.17	92
CCNc1nc(NCC)nc(OCCOC(C)=O)n1	x	x	x	-36	103	1	99	-0.053	108
Cc1cc2ncc(-c3ccc(Cl)cc3)c(N)n2n1	20	14	-4	22	90	-8	86	-0.004	79
CC(C)(C)Cc1nnc(NC(=O)c2cc(-c3ccccc3)nc3ccccc23)s1	-12	9	8	9	x	-3	x	-0.7	x
O=C(Cc1cccs1)N1CCC(c2nc3c(nnn3Cc3ccc(F)cc3)c(=O)[nH]2)CC1	4	-7	-2	8	x	-4	x	1.8	x
CCS(=O)(=O)Nc1cccc(C2=NN(S(=O)(=O)c3ccccc3)C(c3cccs3)C2)c1 (configuration not stated)	-8	2	9	-9	x	-2	x	1.1	x
COc1cccc(-c2nc(CS(=O)(=O)CC(=O)N3CCN(C)CC3)c(C)o2)c1	7	21	8	-2	x	-1	x	0.33	x
CS(=O)(=O)N1CCC(C(=O)Nc2ccc3c(c2)OCCO3)CC1	0	17	1	16	98	0	98	0.84	93
O=C(CSCC(=O)N1CCCCC1)OCC(=O)c1c[nH]c2ccccc12	10	-1	-11	12	99	0	76	-0.47	79
CC(C)Cc1c(O)nc(SCC(=O)Nc2ccc3c(c2)CCC3)[nH]c1=O	x	x	x	-20	104	-3	77	0.0043	100
CCc1c(O)nc(SCC(=O)N2CCCCC2)n(-c2ccccc2C)c1=O	-9	-4	3	7	92	-3	98	-0.3	94
N#CCCSCc1ccc2oc(C(=O)O)cc2c1	-6	25	-4	7	117	-5	92	-1.8	117
CCCc1[nH]nc2c1C1(C(=O)N(C(C)C)c3ccccc31)C(C#N)=C(N)O2 (configuration not stated)	0	6	1	6	102	-4	94	-0.21	101
CC(=O)c1ccc(N2CCN(C(=O)C3CCN(S(=O)(=O)Cc4ccccc4)CC3)CC2)cc1	-4	1	2	-8	96	-6	81	-0.57	90
COCCn1c(SCc2nnc(-c3ccccc3)o2)nc2sc3c(c2c1=O)CCC3	-8	96*	9	7	x	-2	x	0.79	x
Cc1c(NC(=O)c2cccs2)cccc1C(=O)O	-9	2	1	10	98	-2	99	0.059	84
COc1cccc2c(=O)c(C(=O)O)c[nH]c12	16	-16	9	6	x	0	x	0.00055	x
N#CC1=C(SCC(=O)NC2CCCCC2)NC(=O)CC1c1ccco1 (configuration not stated)	-2	10	4	13	81	-4	92	-0.5	69
O=C(Cn1cnc2c(nnn2Cc2ccc(F)cc2)c1=O)NCc1ccco1	0	-15	-5	-15	104	33*	95	0.33	99
Cc1ccc(-n2ncc3c(N4CCN(c5ccc(F)cc5)CC4)ncnc32)c(C)c1	-7	10	-1	-6	91	0	90	-0.66	64
CCN(CC)C(=O)Oc1ccc(NC(C)=O)cc1	-2	10	20	24	94	-3	98	-0.026	88
Cc1ccc(Nc2c([N+](=O)[O-])ccc3c2=NC2(CCCCC2)N=3)cc1	-9	8	-7	-16	x	-5	x	x	x
Cn1c(=O)[nH]c2cc(Cl)cnc21	4	6	-4	3	95	-4	89	-0.36	85
Cc1cc(C)cc(-n2c(C)cc(C(=O)CSc3nnnn3C)c2C)c1	-5	12	3	-28	103	-2	112	-0.51	79
CC(C)(C)OC(=O)N1CCC(c2cc(=O)n3[nH]c(-c4ccc(Cl)cc4)cc3n2)CC1	-5	5	6	-32	76	-2	73	0.2	11*
CN=C(NC#N)SCC(=O)c1ccc(Cl)cc1Cl	6	11	-3	3	99	-11	121	1.2	89
Oc1c(C(c2ccccc2)N2CCN(Cc3ccccc3)CC2)sc2ncnn12 (configuration not stated)	6	-8	5	-27	94	-6	109	0.94	105
Cc1ccc2nc(/C(C#N)=N/O)[nH]c2c1	-15	3	-7	-7	96	-4	94	0.87	80

The listing continues:
SMILES	E coli WT exp	PostGolgi ctrl	PostGolgi yeast	S1P2 antag	Fibroblast inh	S1P2 ag	HUVEC inhibit	DAT uptake mod	H69AR inhibit
O=C(C1CC1)N1CCN=C1SCc1cccc(F)c1	-13	-4	0	x	106	x	93	1.1	95
Cc1ccc(Nc2nc(C3CC3)cs2)cc1	13	9	2	x	103	x	105	x	100
COc1cc(NS(=O)(=O)c2ccc(NC(=O)COc3ccccc3Cl)cc2)nc(OC)n1	-8	3	-15	-2	98	-2	99	1.2	95
Cc1cc(NC(=O)c2cncc(Br)c2)n(-c2ccccn2)n1	-2	4	5	0	99	-6	85	x	37*
Nc1nnc(N2CCc3ccccc32)s1	9	11	5	x	92	x	87	-0.46	83
Cc1cccn2c(=O)c3cc(C(=O)NC4CCS(=O)(=O)C4)sc3nc12 (configuration not stated)	3	-8	0	-22	90	-2	97	x	90
Cc1cc(C)c(S(=O)(=O)N(C)CC(=O)N2CCCCC2)c(C)c1	4	4	10	5	97	-3	93	-0.22	95
Cc1cc(C(=O)OCC(=O)Nc2cc(C(F)(F)F)ccc2N2CCOCC2)c(C)o1	3	10	13	-33	x	-10	94	-1.5	71
Cn1c(=O)cc(OCCCC(=O)NCc2ccco2)c2ccccc21	-7	-2	-5	8	x	-4	x	1.4	x
COc1cc(/C=C2\SC(=S)N(Nc3ncc(C(F)(F)F)cc3Cl)C2=O)cc(OC)c1OC	-7	13	-3	-2	96	-9	87	0.15	97
CC1Cc2nc(SCC(=O)N3CCc4ccccc43)n(C)c(=O)c2S1 (configuration not stated)	4	7	21	-8	92	-3	95	x	46
Cc1ccc(C(=O)c2cc3ccccc3o2)cc1C	6	16	1	-2	96	-3	102	0.075	83
FC(F)(F)c1ccc(-n2ccnc2)nc1	-2	-5	-3	8	100	-7	100	-1.7	94
Cn1c(=O)c2c(nc(NCCCN3CCOCC3)n2Cc2cccc(Cl)c2)n(C)c1=O	x	x	x	13	95	-6	98	0.72	82
Cc1cc(=O)c2cc(Br)ccc2[nH]1	18	3	-7	-10	86	-5	89	-1	74
CCOC(=O)Cc1csc(NC(=O)CSc2nnc(-c3cccnc3)n2Cc2ccco2)n1	x	x	x	3	105	-7	109	1	100
CCC(C)C(NC(=O)C1CCC(C)CC1)C(=O)NC(C(=O)OC)C(C)C (configuration not stated)	1	4	3	-8	101	-1	82	0.16	99
CCc1c(C)c2c(C)nn(-c3ccccc3)c2oc1=O	x	x	x	-14	87	-2	98	0.011	78
CCCCOC(=O)C1[C@H]2C(=O)N(Cc3cccs3)C[C@]23C=C[C@H]1O3 (some centres not stated)	2	2	2	-3	99	-3	106	-0.83	106

Another view of part of the listing above:
mol | E coli WT exp | PostGolgi ctrl | PostGolgi yeast | S1P2 antag | Fibroblast inh | S1P2 ag | HUVEC inhibit | DAT uptake mod | H69AR inhibit
Cc1cc(NC(=O)c2cncc(Br)c2)n(-c2ccccn2)n1 | -2 | 4 | 5 | 0 | 99 | -6 | 85 | x | 37*
Nc1nnc(N2CCc3ccccc32)s1 | 9 | 11 | 5 | x | 92 | x | 87 | -0.46 | 83
Cc1cccn2c(=O)c3cc(C(=O)NC4CCS(=O)(=O)C4)sc3nc12 (configuration not stated) | 3 | -8 | 0 | -22 | 90 | -2 | 97 | x | 90
Cc1cc(C)c(S(=O)(=O)N(C)CC(=O)N2CCCCC2)c(C)c1 | 4 | 4 | 10 | 5 | 97 | -3 | 93 | -0.22 | 95
Cc1cc(C(=O)OCC(=O)Nc2cc(C(F)(F)F)ccc2N2CCOCC2)c(C)o1 | 3 | 10 | 13 | -33 | x | -10 | 94 | -1.5 | 71

Screens as filed in PubChem BioAssay.
